KLF5 inhibitor: KLF5 expression inhibitors, primary screen, DLD-1 cells, luminescence | DLD-1 KLF5 promoter-luciferase reporter | inhibition, % at 5 µM | 0.23% of 290,000 active;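 active means inhibition above a per-plate limit of that plate's mean compound inhibition plus 3 SD, cut at about 60% in these data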;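 further: 0% = DMSO wells and 100% = LY294002 at 200 µM; higher means less KLF5 promoter-driven luciferase light; inactives centre near -14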
IEC-6 cytotox: cytotoxicity in IEC-6 intestinal epithelial cells, primary screen, cytotoxicity control for KLF5 inhibitor project, cell-based, luminescence; 0.78% of 290,000 active; IEC-6 cytotoxicity, luminescence viability; inhibition, % at 5 µM; AID 1825, 2009; in the data active means inhibition above about 22%;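 further: 0% = plate median of test compound wells and 100% = cytotoxic reference compound wells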
GSK3beta inhib: human GSK3beta kinase inhibitors, primary screen, biochemical, cell-free homogeneous, HTS; GST-GSK3beta kinase, ADP-Glo luminescence, 60 min; hits give low values; 0.038% of 300,000 active; AID 2097, 2009; activity score (negative = inhibition), % at 10 µM;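 active means more than half of replicate wells score below -50%, meaning over 50% inhibition versus plate controls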;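 further: 0% = median DMSO wells and -100% = median GW8510 positive control wells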
Target sequence (P49841 whole entry, looked up): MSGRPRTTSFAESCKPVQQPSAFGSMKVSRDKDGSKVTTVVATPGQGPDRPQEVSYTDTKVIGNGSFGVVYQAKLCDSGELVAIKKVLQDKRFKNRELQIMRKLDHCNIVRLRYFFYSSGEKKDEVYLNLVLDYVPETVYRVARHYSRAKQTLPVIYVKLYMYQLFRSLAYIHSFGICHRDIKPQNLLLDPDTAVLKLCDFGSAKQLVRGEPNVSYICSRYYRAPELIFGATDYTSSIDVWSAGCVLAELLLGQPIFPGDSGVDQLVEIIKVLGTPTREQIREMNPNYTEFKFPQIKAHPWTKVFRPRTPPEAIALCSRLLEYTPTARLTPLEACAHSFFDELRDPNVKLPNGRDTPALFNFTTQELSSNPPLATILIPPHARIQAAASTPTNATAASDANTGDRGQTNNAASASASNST
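Assay system: GST-tagged human GSK3beta kinase, cell-free; Input: 1.6 ng GSK3beta; Medium: Tris/MgCl2 kinase buffer; Timing: 60 min enzyme reaction, room temperature; Signal: ADP-Glo luminescence quantifying ADP generated by kinase; Evaluation: score relative to plate controls; Benchmarks: DMSO neutral wells and GW8510 at 20 µM as positive.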
HSF1 inhib: HSF1 inhibitors in luciferase reporter cells, primary screen, cell-based, NIH3T3, luminescence | NIH3T3-HGL HSE-luciferase, MG132-induced, luminescence 8 h; hits give low values | activity change, negative = inhibition, % at 7.5 µM (by protocol) | 0.77% of 300,000 active | AID 2098, 2009;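 active means more than half of replicate wells show activity change below -50%, luminescence cut by over half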;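 further: luciferase reports HSF-1 transcriptional activity via heat shock element; 0% = median of DMSO wells and -100% = zero luminescence signal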
aSyn UTR inh: MLPCN primary screen, SNCA 5' untranslated region. inhibition, % (tested at 7.5 µM). 0.82% of 300,000 active. alpha-synuclein 5'UTR reporter, inhibitor activity; in the data active means inhibition above about 60%;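 further: H4 neuroglioblastoma cells stably carrying SNCA 5'UTR luciferase fusion; 0% = DMSO wells and 100% = positive control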
Platelet DG rel: inhibitors of platelet dense granule secretion, primary screen, cell-based, MLPCN, human platelets; human platelet-rich plasma, SFLLRN dense granule ATP release, luminescence; AID 1663, 2009; inhibition, %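 (compounds screened at 7.5 µM in platelet-rich plasma)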; 0.22% of 300,000 active;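 active means mean replicate score, as percent of positive control, at or above 50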
DYRK1A inh: rat Dyrk1A kinase inhibitors, primary screen, biochemical, single point, plate reader; ADP-Glo luminescence, NFATc1 peptide; 0.43% of 310,000 active; inhibition, % at 12.5 µM; Dual specificity tyrosine-phosphorylation-regulated kinase 1A (Rattus norvegicus), Q63470; in the data active means inhibition above about 50%;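 further: plate controls were vehicle with enzyme for no effect and no enzyme for full effect; many of its hits are not listed in these tables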
HSF-1 act: HSF-1 activators, primary screen, NIH3T3-HGL cells, MG132 stress, luminescence, single point; NIH3T3-HGL HSF-1 luciferase reporter, 8 h; 100% = twice DMSO control signal; activation, % at 9 µM; 1.7% of 300,000 active;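 active means mean replicate activation of at least 50% with a set share of replicates each reaching 50%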;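 further: 0% = median of the neutral control wells and 100% = twice that signal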
HSP90 refold inh: HSP90 inhibitors, primary screen, cell lysate, luminescence | 0.91% of 290,000 active | Heat shock protein HSP 90 (rabbit reticulocyte lysate; luciferase refolding) | Rabbit reticulocyte lysate, luciferase refolding luminescence, 3 h | inhibition, % at 5.6 µM;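 active means inhibition above the screen-wide mean plus 3 SD, computed separately per campaign, cut at about 16% in these data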;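 further: 0% = DMSO wells and 100% = 60 µM geldanamycin wells; inhibitors lower the luminescence because luciferase stays unfolded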
GSK3 alpha inh: blockers of GSK3A enzyme activity – biochemical, luminescence, cell-free homogeneous, HTS, primary screen | Glycogen synthase kinase-3 alpha (Homo sapiens), P49840 | GSK-3 alpha kinase, ADP-Glo luminescence, 60 min | inhibition, % at 10 µM | 0.1% of 320,000 active;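 in the data active means inhibition above about 50%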;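 further: GST-tagged GSK-3 alpha with peptide substrate and 25 µM ATP; 0% = DMSO neutral wells and 100% = GW8510 positive control wells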
Target sequence (P49840 whole entry, looked up): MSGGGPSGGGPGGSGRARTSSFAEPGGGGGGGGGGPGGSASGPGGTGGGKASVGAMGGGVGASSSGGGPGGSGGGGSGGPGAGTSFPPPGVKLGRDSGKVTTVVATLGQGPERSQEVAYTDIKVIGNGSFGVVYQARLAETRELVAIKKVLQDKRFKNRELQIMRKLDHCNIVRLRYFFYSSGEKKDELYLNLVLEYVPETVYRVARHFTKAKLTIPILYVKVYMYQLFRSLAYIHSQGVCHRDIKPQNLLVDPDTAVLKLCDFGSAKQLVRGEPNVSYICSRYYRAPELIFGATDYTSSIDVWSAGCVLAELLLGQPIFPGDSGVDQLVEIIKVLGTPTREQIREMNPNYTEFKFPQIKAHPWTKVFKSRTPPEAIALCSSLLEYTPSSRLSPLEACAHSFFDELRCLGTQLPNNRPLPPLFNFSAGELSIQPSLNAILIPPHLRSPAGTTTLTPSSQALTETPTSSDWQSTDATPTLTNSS
* = called active by the depositor; / = no result given. An excerpt. The share of hits here may be higher or lower than overall.

SMILES	KLF5 inhibitor	IEC-6 cytotox	GSK3beta inhib	HSF1 inhib	aSyn UTR inh	Platelet DG rel	DYRK1A inh	HSF-1 act	HSP90 refold inh	GSK3 alpha inh
O=C(O)CCc1nn2c3ccccc3n(CC(=O)O)c2nc1=O	-3	-1	1	1	3	-4	-1	-11	-1	0
CCN(c1ccc(OC)cc1)S(=O)(=O)c1ccc(-c2ccc(=O)[nH]n2)o1	-1	-1	1	0	12	13	-2	0	4	/
CC(C)C[C@H](NC(=O)c1[nH]cnc1C(=O)N[C@@H](C)c1ccccc1)C(=O)OCc1ccccc1	/	/	2	7	27	-1	2	21	/	0
C/C(=N\Nc1ccccn1)c1ccc(N2CCOCC2)cc1	-20	2	-1	-4	-156	14	5	7	-3	2
O=C(NCc1ccco1)c1ccc(COc2ccccc2[N+](=O)[O-])o1	-21	0	0	-2	2	-3	8	-6	-4	-1
CC#CCCCC(=O)Nc1cc(OC)nc(OC)n1	-14	2	-1	-5	-37	3	7	-1	1	0
Cc1ccc(Nc2nc(=O)c3cccnc3s2)c(Br)c1	15	65*	-1	2	42	-5	25	-11	3	1
COc1cccc(CN2CCN(C(=O)c3cccs3)CC2)c1OC	-6	3	4	1	-4	9	5	9	4	-1
CCc1ccc(C2=Nn3c(nnc3-c3cccs3)SC2)cc1	9	52*	0	14	12	10	33	31	-1	-1
COc1cccc(N2C(=O)CC(Nc3ccc(N4CCOCC4)cc3)C2=O)c1 (stereo unspecified)	-2	-10	-2	1	8	-7	1	-3	2	0
COc1ccccc1C(=O)COC(=O)c1c(-c2ccccc2)noc1C	/	/	-2	6	12	-4	10	22	/	-3
CC1CC(C)CN(CCCNC(=O)CCC(=O)N2CCOc3ccccc32)C1 (stereo unspecified)	-26	-2	2	-10	1	6	8	-28	1	-1
COc1ccc(NC(=O)CSc2nnc(NC(=O)C3CCC3)s2)c(OC)c1	1	-2	3	-6	24	14	10	-26	-6	-1
CCOC(=O)C1(Cc2cccc(OC)c2)CCN(Cc2ccccc2OC)CC1	-6	0	1	-1	-3	-2	1	6	-5	-1
COc1ccc(OC)c(C2C(C(=O)c3ccc(C)o3)=C(O)C(=O)N2CCCN2CCOCC2)c1 (stereo unspecified)	-11	-5	/	/	/	/	-6	/	1	-1
Cc1cccnc1Sc1c([N+](=O)[O-])ncn1C	-37	-2	2	-5	-27	3	-6	0	2	-1
CCOc1cc(C(=O)NC(C)COC)cc(OCC)c1OCC (stereo unspecified)	-1	-1	1	-4	-21	-5	-2	6	5	0
COc1cccc(CNc2nnnn2C)c1	-24	0	-5	-3	-1	16	-5	15	0	-2
Cc1ccc(C)c(OCCC(=O)NNC(=O)c2ccccc2F)c1	/	/	-2	-6	13	-3	2	-6	/	1
CC(C)(C)SC(=O)CC1NS(=O)(=O)OC2CCCCC12 (stereo unspecified)	-15	-8	2	-2	23	4	1	3	-3	-1
O=C(Cn1nc(C(=O)O)c2ccccc2c1=O)NCCC1=CCCCC1	1	0	1	-6	-3	13	-2	2	-2	0
COc1ccc(NC(=O)CCSc2nnnn2C)cc1	-16	-6	2	-2	-41	-19	/	2	1	-2
Cc1ccc(-n2c(SCC(=O)Nc3ccc4c(c3)OCCO4)nnc2-c2ccco2)cc1	-24	0	0	4	22	3	0	-6	0	-1
COc1ccc(S(=O)(=O)N2CCOCC2)cc1NC(=O)COC(=O)C1CC2CCCC(C1)C2=O (stereo unspecified)	-4	0	1	1	12	-2	-1	-5	-5	-1
COc1cc(OC)nc(Oc2cc(/C=N/O)ccc2OC)n1	2	8	-1	4	-8	-6	-2	24	1	-1
COc1ccc(S(=O)(=O)N2CCC(C(=O)N3CCCC3)CC2)cc1Cl	-13	6	3	4	4	4	5	1	2	1
O=C1OCCC1Sc1nnc(-c2ccc(F)cc2)n1Cc1ccccc1 (stereo unspecified)	-32	1	2	4	-2	-7	2	4	-1	2
CCC(=O)Nc1nc(C)c(-c2csc(Nc3cccc(C(=O)O)c3)n2)s1	-17	-4	-1	-12	-1	-2	43	-11	-1	9
COc1ccc(-c2onc(C)c2C)cc1S(=O)(=O)NCCc1ccco1	-27	-8	1	0	8	-8	1	7	-5	-3
OCCC1CN(Cc2cccnc2)CCN1CCc1ccccc1 (stereo unspecified)	-19	0	2	1	4	0	-1	2	-4	-8
COc1cc([N+](=O)[O-])ccc1NC(=O)Nc1cnccn1	-11	-12	3	-1	-2	-9	/	-2	-1	-3
CCn1c(COc2cccc(C)c2)nnc1SCC(=O)N1CCCC1	5	-2	2	2	4	3	-6	-6	1	-6
CN1/C(=C\C(=O)c2cccs2)C(C)(C)c2ccccc21	-59	-3	-2	10	16	23	13	-7	-2	-2
CN(C(=O)CSc1nnc(Nc2ccccc2)s1)c1c(N)n(Cc2ccccc2)c(=O)[nH]c1=O	-18	-4	1	-2	6	4	2	-5	7	-2
CCCN(C(=O)CSCC(=O)Nc1cccc(C)c1)c1c(N)n(Cc2ccccc2)c(=O)[nH]c1=O	-25	-10	2	-4	2	-4	5	1	-7	-2
CSC1=C(C#N)C2(CCCC2)C(C#N)=C(N)N1	-27	-6	2	-2	25	4	/	23	2	0
COc1ccccc1N1CCN(S(=O)(=O)c2cn(C)nc2C)CC1	-11	2	1	2	16	-2	-11	-1	1	-2
O=C(CP(=O)(c1ccccc1)c1ccccc1)Nc1cccc(CP(=O)(c2ccccc2)c2ccccc2)c1	11	-3	-3	2	14	-20	6	5	1	-3
Cc1c(NC(=O)Nc2ccc(Cl)c(Cl)c2)c(=O)n(-c2ccccc2)n1C	-6	-8	/	/	/	/	2	/	5	-1
CC(=O)OCC(=O)Nc1cc(S(=O)(=O)N2CCCCCC2)ccc1Cl	-37	0	0	-4	5	-2	-1	-6	-3	1
Cc1ccc(CNC(=O)C(=O)c2cn(CC(=O)N3CCOCC3)c3ccccc23)cc1	-50	6	2	10	-11	-8	-3	14	0	-2
COc1ccc(-c2cc(-c3cc(OC)ccc3O)[nH]n2)cc1	-156	-10	-1	1	-199	4	-1	1	0	2
CC(=O)NC1(C(=O)O)CCCC1	-12	-6	2	0	4	-15	3	-2	2	-1
CCOc1ccc(CCNC(=O)C2CCN(c3nnc(-n4cccc4)s3)CC2)cc1OCC	18	-3	1	-3	19	-3	-1	0	-2	1
O=C(NCc1cccc(Cl)c1)c1cnccn1	8	-1	1	-7	4	-4	0	10	-3	-3
Cc1cc(-c2nnc(CCC(=O)NCc3ccc(F)c(F)c3)o2)no1	-23	10	3	8	-37	0	-2	1	2	0
N#Cc1ccc(OCC(=O)N2CCN(S(=O)(=O)c3cccs3)CC2)cc1	4	-7	-3	-1	8	-2	-6	-6	-4	-2
CCC(=O)Oc1ccc(C(=O)Nc2ccc([N+](=O)[O-])cc2)cc1	-86	3	6	15	-170	5	-8	34	1	-2

11 compounds already listed, ordered by molecular weight, descending:
SMILES	KLF5 inhibitor	IEC-6 cytotox	GSK3beta inhib	HSF1 inhib	aSyn UTR inh	Platelet DG rel	DYRK1A inh	HSF-1 act	HSP90 refold inh	GSK3 alpha inh
O=C(CP(=O)(c1ccccc1)c1ccccc1)Nc1cccc(CP(=O)(c2ccccc2)c2ccccc2)c1	11	-3	-3	2	14	-20	6	5	1	-3
CCCN(C(=O)CSCC(=O)Nc1cccc(C)c1)c1c(N)n(Cc2ccccc2)c(=O)[nH]c1=O	-25	-10	2	-4	2	-4	5	1	-7	-2
CCOc1ccc(CCNC(=O)C2CCN(c3nnc(-n4cccc4)s3)CC2)cc1OCC	18	-3	1	-3	19	-3	-1	0	-2	1
Cc1ccc(CNC(=O)C(=O)c2cn(CC(=O)N3CCOCC3)c3ccccc23)cc1	-50	6	2	10	-11	-8	-3	14	0	-2
Cc1c(NC(=O)Nc2ccc(Cl)c(Cl)c2)c(=O)n(-c2ccccc2)n1C	-6	-8	/	/	/	/	2	/	5	-1
CC(=O)OCC(=O)Nc1cc(S(=O)(=O)N2CCCCCC2)ccc1Cl	-37	0	0	-4	5	-2	-1	-6	-3	1
COc1ccccc1N1CCN(S(=O)(=O)c2cn(C)nc2C)CC1	-11	2	1	2	16	-2	-11	-1	1	-2
CCC(=O)Oc1ccc(C(=O)Nc2ccc([N+](=O)[O-])cc2)cc1	-86	3	6	15	-170	5	-8	34	1	-2
O=C(NCc1cccc(Cl)c1)c1cnccn1	8	-1	1	-7	4	-4	0	10	-3	-3
CSC1=C(C#N)C2(CCCC2)C(C#N)=C(N)N1	-27	-6	2	-2	25	4	/	23	2	0
CC(=O)NC1(C(=O)O)CCCC1	-12	-6	2	0	4	-15	3	-2	2	-1

Other results
SMILES	KLF5 inhibitor	IEC-6 cytotox	GSK3beta inhib	HSF1 inhib	aSyn UTR inh	Platelet DG rel	DYRK1A inh	HSF-1 act	HSP90 refold inh	GSK3 alpha inh
O=[N+]([O-])c1ccc(N2CCOCC2)cc1N1CCCCC1	-15	5	1	0	-16	10	18	4	2	2
O=C(Cc1ccc([N+](=O)[O-])cc1)NCc1ccc2c(c1)OCO2	-20	-2	-1	5	17	2	-4	19	-2	-2
O=C(O)c1ccccc1CSc1nnnn1-c1ccccc1	-36	6	3	-9	-1	-9	0	7	-3	-4
CC(=O)Nc1ccc(NC(=O)CCSCCc2ccccn2)cc1	-9	-3	0	-4	-6	-6	0	1	-1	0
CC(C)(C)c1ccc(-c2nc(C#N)c(NCc3cccnc3)o2)cc1	-81	3	-3	-22	3	0	8	-17	-3	/
Nc1ccc2nc(NC(=O)C3CCCCC3)sc2c1	-62	-2	-2	12	-124	4	/	29	-5	-2
CN(C)CCN(C(=O)c1ccc(S(=O)(=O)N2CCCC2)cc1)c1nc2ccc(Br)cc2s1	-10	8	-7	1	-20	5	13	-6	3	-3
CCOC(=O)C1(CCOC)CCN(C(=O)c2ccc(CSC)o2)CC1	-10	-3	-4	-3	-14	12	0	18	-1	-1
